# Source: PubChem BioAssay (Broad Institute)
# RAD52 inh: inhibitors of human RAD52 DNA annealing; P43351; recombinant RAD52 DNA annealing, FRET fluorescence; inhibition, % at 18.7 µM; 0.46% of 360,000 active; AID 651710;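 active = every replicate showing at least 50% inhibition; inconclusive = mean inhibition at least 50% but not in every replicate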
# Target sequence (P43351 whole entry, looked up): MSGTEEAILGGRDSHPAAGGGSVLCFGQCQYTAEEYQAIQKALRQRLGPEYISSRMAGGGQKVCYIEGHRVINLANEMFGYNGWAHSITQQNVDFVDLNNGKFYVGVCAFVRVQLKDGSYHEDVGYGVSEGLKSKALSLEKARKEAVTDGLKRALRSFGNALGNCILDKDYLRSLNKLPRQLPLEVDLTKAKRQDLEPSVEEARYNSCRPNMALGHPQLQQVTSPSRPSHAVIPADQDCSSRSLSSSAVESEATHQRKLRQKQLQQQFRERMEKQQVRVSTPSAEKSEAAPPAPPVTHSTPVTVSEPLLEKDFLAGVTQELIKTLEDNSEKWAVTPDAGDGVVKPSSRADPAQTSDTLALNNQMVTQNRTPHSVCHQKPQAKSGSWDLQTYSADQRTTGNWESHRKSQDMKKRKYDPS
# ERp5 block: inhibitors of human ERp5; inhibition, % at 9.99 µM; ERp5 insulin aggregation, absorbance 650 nm, 90 min; Q15084; 0.05% of 350,000 active; AID 651711;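 active = mean replicate inhibition above about 25%, with every replicate also reaching it, limit read from the data, passing the limit was not always enough; inconclusive = only one of those two criteria met; inactive = neither criterion met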
# Target sequence (Q15084 whole entry, looked up): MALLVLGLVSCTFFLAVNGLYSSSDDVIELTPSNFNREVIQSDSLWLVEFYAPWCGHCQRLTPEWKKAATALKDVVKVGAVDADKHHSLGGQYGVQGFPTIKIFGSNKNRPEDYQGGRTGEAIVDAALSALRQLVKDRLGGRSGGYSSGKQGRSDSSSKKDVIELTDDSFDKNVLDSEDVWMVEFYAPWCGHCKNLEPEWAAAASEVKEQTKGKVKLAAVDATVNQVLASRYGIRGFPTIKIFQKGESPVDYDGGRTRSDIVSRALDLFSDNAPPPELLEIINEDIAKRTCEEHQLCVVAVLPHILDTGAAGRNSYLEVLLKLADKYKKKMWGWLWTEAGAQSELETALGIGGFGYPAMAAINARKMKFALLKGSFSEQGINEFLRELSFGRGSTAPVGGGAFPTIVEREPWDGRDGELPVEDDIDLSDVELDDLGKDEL
# ERAP1 HTS inh: blocks human ERAP1 aminopeptidase activity | inhibition, % at 10.7 µM | recombinant ERAP1, Leu-AMC fluorescence, 60 min | 0.15% of 340,000 active | AID 652197 | Q9NZ08;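 active = mean replicate inhibition of at least 30%, or all replicates individually reaching that 30% level; inactive = mean below 30% and not every replicate reaching it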;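 note: 0% = neutral control wells and 100% = L-leucinethiol positive control wells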
# S100A4 inh HTS: S100A4-myosin IIA interaction inhibition | P26447 | S100A4/TAMRA-MyoIIA peptide fluorescence polarization | inhibition, % at 10.7 µM | 0.14% of 360,000 active;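 active = mean inhibition of at least 70% across replicates, with every replicate also reaching that level; inconclusive = mean inhibition reaches 70% but some replicates fall short; inactive = mean inhibition below 70%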
# Target sequence (P26447 whole entry, looked up): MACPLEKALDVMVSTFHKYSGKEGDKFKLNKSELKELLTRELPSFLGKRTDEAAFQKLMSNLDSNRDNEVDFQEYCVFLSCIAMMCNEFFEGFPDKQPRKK
#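 Test system: S100A4 monomer protein. Medium: HEPES buffer with Ca2+, pH 7.2. Reagent: fluorescent myosin IIA peptide, 5 nM. Compound dosing: single-point compound testing. Timing: 5 min between mix addition and reading. Benchmarks: DMSO neutral and TFP positive wells.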
# E-sel inducer: induces E-selectin expression in human endothelial cells | activation, % at 7.58 µM | AID 686992 | P16581 | HUVEC E-selectin immunofluorescence imaging; normalized: neutral wells 0, TNF-alpha wells 100 | 0.37% of 260,000 active;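 active = mean E-selectin-positive cell signal at least 10% of the positive control, reached in at least 60% of replicates, without over 20% cell loss; inconclusive = no rule given, readout overlaps actives, possibly toxicity-flagged; inactive = the rest, including those meeting only one limit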;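 note: in these data hits start at about 27%; measured in HUVEC primary endothelial cells; signal is the percent of cells scored E-selectin positive by PE staining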
#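 Test system – human umbilical vein endothelial cells (HUVEC), E-selectin induction · Input – 3,000 HUVEC seeded per well · Buffer or medium – EGM-2, gelatin · Compound dosing – single-point compound dose · Detection – immunofluorescence imaging · Measure – percent E-selectin-positive cells · Controls – TNF-alpha high, DMSO low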
# RAD54 inh: blocks human RAD54 Holliday junction branch migration; FAM/BHQ fluorescence; inhibition, % at 10.4 µM; 0.14% of 360,000 active; AID 602329;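 active = mean normalized replicate activity at least 40 and at least half of replicates scoring 40 or more; inconclusive = only one of the two criteria met; inactive = mean below 40 and under half of replicates reaching 40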;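 note: 0% = median of neutral control wells and 100% = median of positive control wells; inhibitors cause a drop in the FAM fluorescence signal; in these data hits start at about 50%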
# esBAF inh: inhibitors of esBAF chromatin remodeling in mouse ES cells; AID 602393; Bmi1-luciferase knock-in reporter, 24 h; 100% = twice the neutral-well signal; reporter increase, % at 12.5 µM; 2% of 350,000 active; in the data active = activation above about 40%; inconclusive = no clear call, values can overlap the other calls;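 note: 0% = median of the plate's neutral control wells and 100% = double that signal; a rise in the Bmi1 reporter signal indicates esBAF inhibition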
# Xi reactivation: X-chromosome reactivation activator. activation, % at 7.58 µM. AID 743238. XiGFP mouse fibroblasts, % GFP-positive cells imaging, 3 d; cells co-treated with 5-aza-dC sensitizer; scaled so ellipticine positive control = 100%. 0.055% of 360,000 active;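 active = mean normalized replicate activation at least 10% and every replicate at or above 10%; inconclusive = only one of the two criteria met; inactive = mean below 10% and not all replicates reach 10%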;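 note: 0% = median of on-plate neutral control wells and 100% = ellipticine 6 µM median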
#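 Material: XiGFP fibroblasts, SV40-immortalized; Buffer or medium: DMEM containing 5-aza-dC; Compound dosing: single point; Times: 3 days compound exposure.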
# * hit, by the source's call; ? = inconclusive; nt = not tested or not shown; & = joins results of further samples.
SMILES,RAD52 inh,ERp5 block,ERAP1 HTS inh,S100A4 inh HTS,E-sel inducer,RAD54 inh,esBAF inh,Xi reactivation
C[C@@H]1CN([C@H](C)CO)C(=O)CCCn2nncc2CO[C@@H]1CN(C)S(=O)(=O)c1ccccc1,-12.4&-5.9,-2.9&1.0,-3.8&1.0,0.1&-16.4,0.2,5.5&-7.8,0.0&-1.0&3.5,-0.1&0.3
COc1ccc2oc(C(=O)OCC(=O)N(C)C3CCCCC3)c(C)c2c1,-19.4,-1.0,-1.6,-3.6,1.5,-7.4,8.2,-0.1
C[C@H](CO)N1C[C@H](C)[C@@H](CN(C)S(C)(=O)=O)Oc2ccc(NS(=O)(=O)c3ccc(Cl)cc3)cc2CC1=O,3.2,-3.0,-1.1,-2.7,12.9,-5.7,-3.5,0.0
CCN1C(=O)C2(C(C#N)=C(N)Oc3c2c(C)nn3-c2ccccc2)c2ccccc21 (stereo unspecified),-7.1,-0.3,-6.1,-1.6,nt,0.7,-10.6,nt
Cc1oc(-c2cccc(Cl)c2)nc1CN1CCC(C(=O)NC2CC2)CC1,-6.3,2.2,1.2,5.2,nt,-6.4,1.0,0.1
Nc1ccc2nc(-c3ccccc3)cnc2c1,-39.7,2.8,0.2,1.9,2.5,-9.3,nt,0.7
O=C(Nc1cccnc1)c1ccc([N+](=O)[O-])s1,-11.5,11.1,0.5,-2.6,nt,-4.1,-0.4,0.6
N#Cc1c(C(F)(F)F)cc(=O)[nH]c1SCC(=O)O,-17.7,3.8,-0.5,-0.2,nt,-18.5,-2.4,-0.2
CN1OC[C@@H]2CN(C(=O)C(C)(C)C)[C@H](c3cccc(Oc4ccccc4)c3)C[C@@H]21,-7.4,-4.6,-2.2,-11.2,nt,1.0,-7.2,0.2
CC(=O)Oc1ccc(/C=C2/Oc3ccccc3C2=O)cc1,-19.5,-0.4,nt,2.4,nt,-5.8,29.9,0.0
Cc1ccccc1OCC(O)CN1CCN(CC(O)COc2ccccc2C)CC1 (stereo unspecified),-5.6,3.7,1.9,5.5,4.5,nt,nt,-0.1
C[C@@H]1CCCCO[C@H](CN(C)C(=O)c2ccccc2)[C@H](C)CN([C@H](C)CO)C(=O)c2cc(NC(=O)C3CCCCC3)ccc2O1,-0.4,1.2,-1.0,6.1,-0.2,0.6,-5.1,-1.3
COc1ccccc1/C=C/C(=O)Nc1ccc(S(=O)(=O)Nc2cc(C)nc(C)n2)cc1,-11.0,1.2,-1.7,-20.6,?,-3.2,7.4,0.2
CC(NC(=O)CCc1nnc(Cc2cccc(C(F)(F)F)c2)o1)C1CC1 (stereo unspecified),0.7,-12.4,-1.5,2.1,nt,-0.4,36.7,-0.1
C#CCN(C[C@@H]1[C@@H](OC(=O)NCc2ccc(OC)c(OC)c2)[C@@H](OC(=O)NCc2ccc(OC)c(OC)c2)CN(C(=O)OC(C)C)N1C(=O)OC(C)C)S(=O)(=O)c1ccc(C)cc1,-8.8,12.6,2.2,6.3,-0.6,6.1,15.2,-0.1
CCOc1cc(/C=N/NC(=O)c2cc(C3CC3)[nH]n2)ccc1O,0.0,-9.4,-4.4,-0.3,nt,nt,nt,0.0
COc1cc([N+](=O)[O-])ccc1NC(=S)NNC(=O)c1ccc2c(c1)OCO2,-24.5,2.3,5.6,1.7,0.3,-21.6,nt,0.0
O=C(CSc1nnc(NC(=O)c2c(F)cccc2F)s1)NCc1ccccc1,8.4,0.6,0.6,-11.9,nt,-8.4,3.4,nt
C[C@@H]1CN([C@H](C)CO)C(=O)c2cc(C#CCC3CCCC3)cnc2O[C@@H]1CN(C)Cc1ccccn1,7.4,1.0,-7.5,-0.1,-0.1,0.4,-4.8,-0.9
Cn1c(=O)c2c(nc(CN3CCN(C(=O)c4ccco4)CC3)n2CCCO)n(C)c1=O,-13.4,1.1,1.2,7.3,-0.5,9.9,-8.0,0.0
CCN(CC)S(=O)(=O)c1ccc(NC(=O)CCNC(=O)c2ccccc2)cc1,-7.8,1.4,-2.4,-1.5,0.0,0.2,-2.9,0.2
CC(C)C#Cc1ccc2c(c1)O[C@@H](CN(C)S(C)(=O)=O)[C@@H](C)CN([C@@H](C)CO)S2(=O)=O,-1.7,1.7,0.2,10.5,0.2,-9.8,-1.0,0.3
COC(=O)[C@]12CCCCC=C1N(CCC1=CCCCC1)C(=O)[C@H](CC(=O)NCCC(C)C)C2,3.7,-9.7,0.4,11.4,-0.1,nt,nt,0.0
CCOC(=O)N1CCN(C(C(=O)NC2CCCC2)c2ccco2)CC1 (stereo unspecified),-7.8,1.7,0.3,0.6,0.0,nt,nt,-0.1
Cc1c(C(=O)OC(C)C)[nH]c2c1C(=O)CC(C)(C)C2,-9.2,3.6,-1.2,0.4,nt,-26.2,0.6,nt
SMILES,RAD52 inh,ERp5 block,ERAP1 HTS inh,S100A4 inh HTS,E-sel inducer,RAD54 inh,esBAF inh,Xi reactivation
O=C(NCCN1CCN(Cc2ccc([N+](=O)[O-])cc2)CC1)C(=O)Nc1ccccc1,-16.3,-1.0,1.8,0.0,nt,-5.2,-1.4,nt
NNc1nc2c(Cl)ccc(Cl)c2s1,-18.1,1.3,-1.1,-0.7,-1.4,-1.3,nt,0.1
Cc1ccc(C(=O)NCC(=O)N2CCCCCCC2)cc1C,-10.3,2.0,1.4,6.0,nt,-2.8,19.1,0.0
COc1cccc(OC)c1NC(=O)c1nc2c(nnn2Cc2ccccc2Cl)c(=O)[nH]1,-17.9,1.8,5.5,1.5,-0.1,-3.6,8.2,0.2
COC(=O)C1CCCCN1C(=O)c1ccc2oc(Cc3ccccc3)nc2c1 (stereo unspecified),6.7,-17.8,-1.3,8.2,-0.1,1.5,?,0.0
COc1ccc(OC)c(NC(=O)CCc2nnc3ccc(NCc4ccco4)nn23)c1,-10.6,-4.8,1.5,-5.5,nt,5.1,-1.7,0.0
O=C(OCC(=O)N1CCCCCC1)c1cccnc1Cl,-5.0,-4.3,-1.1,-1.0,nt,-3.0,36.1,0.5
O=C(O)CCC(=O)N1CCc2cc(S(=O)(=O)N3CCCCC3)ccc21,-10.2,-0.6,0.1,2.0,nt,-12.8,-2.3,nt
Nc1ccc2ncccc2c1,-12.4,6.6,0.3,-2.7,nt,nt,5.2,nt
Cc1c(Cl)cccc1NC(=O)CSC(C)c1nc2ccccc2c(=O)[nH]1 (stereo unspecified),-8.6,2.8,12.5,-3.1,-0.1,-11.5,0.9,0.1
COc1ccc(-c2[nH]nc3c2C2(C(=O)N(CC(=O)O)c4ccccc42)C(C#N)=C(N)O3)cc1OC (stereo unspecified),-28.6,0.4,1.9,-2.2,nt,-14.6,nt,0.0
C[C@H]1CN([C@@H](C)CO)C(=O)c2cc(-c3ccccc3F)cnc2O[C@H]1CN(C)C(=O)CN(C)C,11.1,-3.2,-1.9,-35.9,0.0,6.0,2.3,-0.7
COc1ccc(C#Cc2cnc3c(c2)C(=O)N([C@H](C)CO)C[C@H](C)[C@@H](CN(C)C(=O)c2ccccc2F)O3)cc1,15.8,-1.1,-9.1,7.2,-0.2,4.3,0.4,-1.2
O=C(c1cn(-c2ccccc2)nc1-c1cccnc1)N1CCN(S(=O)(=O)c2ccc(Cl)cc2)CC1,-21.8,0.0,4.7,1.0,nt,9.8,-5.0,0.0
CN(C)c1ccc(C(=O)NNC(=O)c2ccc(Cl)cc2)cc1,-6.9,3.3,-0.1,6.0,nt,1.2,nt,0.3
CC(OC(=O)c1cccc(-n2cnnn2)c1)C(=O)Nc1ccc(F)cc1Cl (stereo unspecified),-6.1,10.1,-2.0,0.2,-0.2,-4.4,nt,0.0
CN1C(=O)c2cc(NC(=O)c3cccc(F)c3)ccc2OC[C@@H]2O[C@H](CC(=O)N3CCc4ccccc4C3)CC[C@H]21,4.4,1.1,0.8,3.6,0.2,7.8,2.0,0.0
O=C(NCc1ccccc1F)c1cccc(S(=O)(=O)NCc2ccccc2)c1,0.4,9.8,1.0,-4.4,nt,-3.8,nt,0.0
CCCOc1ccc(C(=O)N2CCCC2)cc1OC,2.5,2.6,2.9,-3.1,nt,8.0,-6.4,nt
COc1ccc(CC(N)c2csc(NC(=O)c3ccccc3OC)n2)cc1 (stereo unspecified),-140.4,-3.7,-1.1,-2.3,-0.1,-3.4,-1.3,0.1
COc1ccc(CN2CCC(C(=O)Nc3ccc(Oc4cccnc4)cc3)CC2)c(C)c1C,-17.3,1.6,-1.6,-14.2,nt,-2.8,-6.7,0.0
O=C(O)[C@H](Cc1ccccc1)NC(=O)N1CCC(Cc2ccccc2)CC1,-20.3,-2.3,-0.6,-3.7,2.2,11.6,-4.5,-0.1
CO[C@H]1CN(C)C(=O)c2cccc(C#N)c2OC[C@H]2O[C@H](CC[C@@H]2OC)CCN(C)C(=O)[C@H]1C,-6.6,0.9,-1.1,-25.6,0.1,0.7,1.4,0.0
CCOc1cc(N2CCOCC2)c(OCC)cc1NC(=O)Cn1cnnn1,-2.5,-12.6,-4.1,2.9,nt,4.6,0.0,-0.1
CC(C)CNC(=S)N1CCC(C(=O)c2ccc(F)cc2)CC1,-6.0,1.9,1.1,-4.3,-0.1,-9.6,4.9,0.0
SMILES,RAD52 inh,ERp5 block,ERAP1 HTS inh,S100A4 inh HTS,E-sel inducer,RAD54 inh,esBAF inh,Xi reactivation
O=C(c1ccc(Cl)c(Cl)c1)N1CCC(=O)N([C@H](COCc2cccc(C(F)(F)F)c2)Cc2ccccc2)CC1,8.6,-4.2,nt,-0.6,-3.2,nt,nt,0.1
COc1ccc(NC(=O)Nc2cc(C)cc(C)c2)cn1,-180.1,1.0,nt,0.0,0.1,-27.4,nt,0.2
COc1cccc(N2CCN(C(=O)c3ccc4nc[nH]c4c3)CC2)c1,-1.9,-5.4,-2.6,-2.0,0.1,-4.0,nt,0.2
O=C(N/N=C/c1c(O)ccc2ccccc12)c1[nH]ncc1Br,-44.1,-1.0,-3.3,-3.8,nt,nt,nt,-0.1
C[C@H](CO)N1C[C@H](C)[C@H](CN(C)Cc2ccc(F)cc2)Oc2ncc(-c3cncnc3)cc2C1=O,-1.2,3.8,-1.3,-3.7,-0.2,3.3,-3.7,-0.6
O=c1c2ccccc2[nH]c(=S)n1CCc1ccccc1,-3.3,-0.1,1.3,5.0,nt,nt,nt,-0.1
O=C(NC1CCC1)C1CCC(=O)N(Cc2ccc(Cl)cc2)C1 (stereo unspecified),-14.3,-2.0,-2.5,-1.8,0.0,-11.9,-6.6,0.0
Oc1ccccc1Nc1nc(-c2ccccc2O)nc2ccccc12,-8.5,1.7,3.3,-3.4,nt,-1.7,1.4,0.4
Cc1cccc(S(=O)(=O)N2C[C@@H]3[C@H](c4ccccc42)[C@@H](CO)N3CC2CCCC2)c1,-11.3,0.5,2.4,7.3,0.0,4.4,-12.1,0.0
CC(C)(C)OC(=O)N1CCN(C(=O)c2[nH]cnc2C(=O)Nc2ccon2)CC1,-8.0,-5.0,-3.4,8.3,1.4,-1.5,0.9,0.1
C/C=C/c1cnc2c(c1)C(=O)N([C@H](C)CO)C[C@H](C)[C@@H](CN(C)Cc1ccncc1)O2,-4.1,0.3,1.3,-4.7,-0.2,-5.8,-1.9,-0.4
